PRC2 inh: inhibitors of human EZH2/PRC2 methyltransferase; Q15910; PRC2 H3K27 methylation, DELFIA TRF, 1 h; inhibition, % at 12.5 µM; 57,000 compounds, 0.35% hits;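 active = mean inhibition of replicates at least 50% and every single replicate also reaching 50%; inconclusive = mean inhibition at least 50% but some replicate falls below 50%; inactive = mean inhibition under 50%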;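 note: dimethyl H3K27 on biotinylated H3 21-44 peptide detected by antibody; plate controls were median neutral control wells for no effect and median positive control wells for full effect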
IDH1 mut inh: blocks human IDH1 R132H reductase activity | O75874 | diaphorase/resazurin fluorescence, 60 min | inhibition, % at 10 µM | 70,000 compounds, 0.18% hits | AID 624101; in the data active = inhibition above about 34%; inconclusive = no clear call, values can overlap the other calls; inactive = below about 11%;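 note: 0% = DMSO and 100% = no enzyme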
Target sequence (O75874 whole entry R132H): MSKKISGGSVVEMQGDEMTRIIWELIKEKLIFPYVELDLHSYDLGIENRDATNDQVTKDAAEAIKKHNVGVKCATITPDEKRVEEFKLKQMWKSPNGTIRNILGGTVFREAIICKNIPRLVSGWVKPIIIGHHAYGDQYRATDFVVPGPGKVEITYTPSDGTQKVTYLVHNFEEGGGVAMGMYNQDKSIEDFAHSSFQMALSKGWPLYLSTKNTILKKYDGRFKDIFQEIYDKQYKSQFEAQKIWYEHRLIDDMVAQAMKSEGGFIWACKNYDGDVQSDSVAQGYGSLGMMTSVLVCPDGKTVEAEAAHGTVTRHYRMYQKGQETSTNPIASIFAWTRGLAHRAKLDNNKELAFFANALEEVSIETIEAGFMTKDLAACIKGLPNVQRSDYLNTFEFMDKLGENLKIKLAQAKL
* = called active by the depositor; ? = inconclusive; · = no result given.

SMILES	PRC2 inh	IDH1 mut inh
COc1ccc(CNC(=O)C[C@H]2C=C[C@@H](NC(=O)c3cccc(F)c3)[C@@H](CO)O2)cc1	6	0.4
O=C(NCc1ccco1)c1cccnc1-c1nc2ccccc2s1	·	0.2
C[C@@H]1CN([C@@H](C)CO)C(=O)Cc2cc(NC(=O)CCC(F)(F)F)ccc2O[C@@H]1CN(C)S(=O)(=O)c1ccc(Cl)cc1	19	-1.0
Cc1noc(C)c1S(=O)(=O)Nc1ccc2c(c1)C(=O)N([C@H](C)CO)C[C@H](C)[C@@H](CN(C)C(=O)CCC(F)(F)F)OCCCC[C@H](C)O2	·	0.7
Clc1cc(Cl)cc(OCc2nn[nH]n2)c1	-5	2.7
C[C@H](CO)N1C[C@H](C)[C@H](CN(C)C(=O)c2cccnc2)Oc2ncc(-c3ccc(C(=O)N(C)C)cc3)cc2C1=O	·	0.1
O=C(CSc1nnc(-c2ccncc2)n1-c1ccccc1)Nc1ccc(OC(F)(F)F)cc1	-18	-0.1
C[C@@H]1CCCCO[C@H](CN(C)S(=O)(=O)c2ccc(F)cc2)[C@@H](C)CN([C@H](C)CO)C(=O)c2cc(N(C)C)ccc2O1	4	0.5
C[C@H]1CN([C@@H](C)CO)C(=O)c2cc(NC(=O)CCCN(C)C)ccc2O[C@@H]1CN(C)Cc1ccc(-c2ccccc2)cc1	·	-0.1
O=[N+]([O-])c1ccccc1S(=O)(=O)Nc1cccnc1	-6	-0.2
COC(=O)c1ccccc1NC(=O)c1ccc(NC(=O)C2CCCO2)cc1 (stereo unspecified)	-14	3.8
CCOC(=O)c1cc(CSc2n[nH]c(=O)n2-c2ccccc2)nn1C(C)(C)C	1	0.1
C[C@@H]1CCCCO[C@H](CN(C)C(=O)C2CCCCC2)[C@@H](C)CN([C@@H](C)CO)C(=O)c2cc(NC(=O)Nc3ccccc3)ccc2O1	·	4.5
O=C(Nc1ccccc1C(=O)NCCOc1ccccc1)c1ccc(Cl)cc1	18	-0.1
O=C(Cc1cccnc1)N[C@H]1CC[C@H](CCn2cc(-c3ccccc3F)nn2)O[C@H]1CO	-9	0.0
O=C(C[C@@H]1CC[C@@H](NC(=O)Nc2cccc(F)c2)[C@H](CO)O1)NCC1CCCCC1	5	0.1
CO[C@H]1CN(C)C(=O)c2cc(NC(=O)NC(C)C)ccc2OC[C@@H](C)N(Cc2ccccn2)C[C@@H]1C	-1	0.2
COCC(=O)Nc1ccc2c(c1)OC[C@H](C)N(Cc1cc(F)ccc1F)C[C@@H](C)[C@@H](OC)CN(C)C2=O	-1	-0.2
CCCCC/C=C\C/C=C\CCCCCCCC(=O)O	·	0.9
CCCNC(=O)Nc1ccc2c(c1)C(=O)N(C)C[C@@H](OC)[C@@H](C)CN(Cc1ccncc1)[C@H](C)CO2	3	·
CC(C)C#Cc1ccc2c(c1)O[C@@H](CN(C)C)[C@H](C)CN([C@H](C)CO)S2(=O)=O	-4	-0.9
N#Cc1ccccc1NC(=O)CCCN1C(=O)c2ccccc2C1=O	4	0.1
COCCNC(=O)C[C@H]1C[C@H]2c3cc(NC(=O)CN(C)C)ccc3O[C@H]2[C@@H](CO)O1	3	0.0
Cc1ccc(-c2cnc3c(c2)C(=O)N([C@@H](C)CO)C[C@@H](C)[C@@H](CN(C)C(=O)c2cccc(F)c2)O3)cc1	-6	-0.9
Cc1cc(=O)n2c3ccccc3n(CC(O)Cn3ccnc3)c2c1C#N (stereo unspecified)	-16	?

Additional records follow:
SMILES	PRC2 inh	IDH1 mut inh
CCCC#Cc1cnc2c(c1)C(=O)N([C@@H](C)CO)C[C@@H](C)[C@H](CN(C)S(C)(=O)=O)O2	-6	-6.2
CC(C)NC(=O)N(C)C[C@@H]1OCCCC[C@@H](C)Oc2ccc(NC(=O)c3ccccc3)cc2C(=O)N([C@@H](C)CO)C[C@H]1C	-17	·
CO[C@@H]1CN(C)C(=O)c2cc(NC(C)=O)ccc2OC[C@H](C)N(C(=O)Cc2ccccn2)C[C@@H]1C	6	0.2
COc1ccccc1NC(=O)COc1ccc(-c2nn(C)c(=O)c3ccccc23)cc1	19	-0.1
COc1ccc(CN(C)C[C@@H]2Oc3ccc(NC(=O)Cc4ccccc4)cc3C(=O)N([C@H](C)CO)C[C@@H]2C)cc1	17	1.1
CC(=O)Nc1ccc(S(=O)(=O)Nc2ccc(NC(=O)c3ccco3)cc2)cc1	4	-0.3
COc1ccc(NC(=O)N(C)C[C@@H]2OCCCC[C@H](C)Oc3ccc(NC(=O)Nc4ccc(C(F)(F)F)cc4)cc3C(=O)N([C@@H](C)CO)C[C@@H]2C)cc1	·	-0.2
CO[C@H]1CN(C)C(=O)c2ccc(NS(=O)(=O)c3ccc(Cl)cc3)cc2OC[C@H](C)N(C)C[C@H]1C	-5	-0.1
CC(=O)Nc1nonc1-c1nc2ccccc2n1Cc1ccccc1Br	12	0.3
C[C@H](CO)N1C[C@H](C)[C@H](CN(C)Cc2ccc3c(c2)OCO3)Oc2c(NC(=O)C3CC3)cccc2C1=O	·	1.3
C[C@H]1CN([C@@H](C)CO)C(=O)Cc2cc(NC(=O)Cc3cn(C)c4ccccc34)ccc2O[C@@H]1CN(C)Cc1ccccc1	-11	-18
C[C@H](NC(=O)C[C@@H]1CC[C@H](NC(=O)C2CCOCC2)[C@H](CO)O1)c1ccccc1	-9	0.1
COc1ccc(S(=O)(=O)N(C)C[C@H]2Oc3c(NS(=O)(=O)c4ccccc4)cccc3C(=O)N([C@@H](C)CO)C[C@H]2C)cc1	·	1.2
COC(=O)c1cc(Cc2ccccc2)sc1NC(=O)c1cc(-c2cccnc2)nc2ccccc12	-1	0.1
O=C(C[C@H]1C=C[C@H](NC(=O)Nc2ccccc2F)[C@@H](CO)O1)NCc1ccc(F)cc1	4	0.0
O=C(Cn1c(C(F)(F)F)nc2ccccc21)NCCN1CCCC1	-32	-0.3
C[C@H]1CN([C@@H](C)CO)C(=O)c2cccc(NC(=O)C3CCCCC3)c2O[C@H]1CN(C)CC1CC1	·	0.3
C[C@@H]1CN([C@H](C)CO)C(=O)Cc2cc(NS(=O)(=O)c3cn(C)cn3)ccc2O[C@H]1CN(C)C(=O)Nc1cccc2ccccc12	·	0.6
CCC(=O)Nc1ccc2c(c1)C(=O)N(C)C[C@@H](OC)[C@@H](C)CN(Cc1ccccc1OC)[C@H](C)CO2	-5	-0.1
C[C@@H]1CN([C@H](C)CO)C(=O)c2cc(C3=CCCC3)cnc2O[C@@H]1CN(C)C(=O)c1ccc(F)cc1	·	0.0
CCCC(=O)Nc1ccc2c(c1)C(=O)N(C)C[C@H](OC)[C@@H](C)CN(C(C)=O)[C@H](C)CO2	2	0.4
Cc1nn(C(C)(C)C)c(OC(=O)c2ccc(Cl)cc2)c1S(=O)(=O)c1ccccc1	4	0.0
C[C@H](CO)N1C[C@H](C)[C@@H](CN(C)C(=O)Nc2ccc3c(c2)OCO3)Oc2c(NS(=O)(=O)c3ccc(F)cc3)cccc2C1=O	·	-1.8
C[C@@H]1CN([C@@H](C)CO)S(=O)(=O)c2ccc(C3=CCCCC3)cc2O[C@H]1CN(C)C(=O)C1CCCCC1	-2	5.6
COCC(=O)N(C)C[C@H]1Oc2cc(C#C[C@@H](C)O)ccc2S(=O)(=O)N([C@@H](C)CO)C[C@H]1C	0	2.1

Other results.
SMILES	PRC2 inh	IDH1 mut inh
C[C@H](CO)N1C[C@H](C)[C@H](CN(C)C(=O)Cc2cccnc2)Oc2ncc(C#CCc3ccccc3)cc2C1=O	-5	·
CO[C@@H]1CN(C)C(=O)c2ccc(NS(=O)(=O)c3ccccc3C)cc2OC[C@H](C)N(C)C[C@H]1C	-2	-0.1
CC(C)NC(=O)Nc1ccc2c(c1)CC(=O)N([C@H](C)CO)C[C@@H](C)[C@@H](CN(C)C(=O)Nc1ccc(F)cc1)O2	9	1.1
COc1ccc(CN(C)C[C@@H]2Oc3c(NC(=O)Nc4c(C)noc4C)cccc3C(=O)N([C@@H](C)CO)C[C@H]2C)cc1	8	2.2
C[C@H]1CN([C@@H](C)CO)C(=O)c2cc(NS(=O)(=O)c3ccc(F)cc3)ccc2O[C@@H]1CN(C)C(=O)Nc1ccc(F)cc1	·	3.3
C[C@@H]1CN([C@@H](C)CO)S(=O)(=O)c2ccc(C#CCN(C)C)cc2O[C@@H]1CN(C)S(C)(=O)=O	-1	0.8
C[C@H]1CN([C@@H](C)CO)S(=O)(=O)c2ccc(C#CC3(O)CCCC3)cc2O[C@H]1CN(C)C(=O)Cc1ccccc1	·	-0.2
C[C@H](CO)N1C[C@H](C)[C@@H](CN(C)Cc2ccncc2)Oc2cc(C#CCN(C)C)ccc2S1(=O)=O	6	4.7
O=C(CC1CC1)N[C@@H]1CC[C@H](CCNS(=O)(=O)c2ccc(F)cc2)O[C@H]1CO	32	0.0
C[C@H](CO)N1C[C@H](C)[C@H](CN(C)CC2CC2)Oc2ccc(NC(=O)C3CCCCC3)cc2CC1=O	5	-0.2
CN(C)C(=O)C[C@@H]1CC[C@@H](NS(=O)(=O)c2ccccc2)[C@H](CO)O1	2	-0.2
CC(C)(C)OC(=O)NC/C=N/NC(=O)c1ccccc1O	-25	·
CC(C)CC#Cc1cnc2c(c1)C(=O)N([C@@H](C)CO)C[C@@H](C)[C@H](CN(C)S(=O)(=O)c1cn(C)cn1)O2	·	-0.8
C[C@@H]1CCCCO[C@H](CN(C)C(=O)CCC(F)(F)F)[C@H](C)CN([C@H](C)CO)C(=O)c2cc(NC(=O)NC3CCCCC3)ccc2O1	·	-0.4
O=C(C[C@H]1CC[C@@H](NC(=O)C2CC2)[C@@H](CO)O1)NCc1ccccc1Cl	1	0.7
CC(C)C#Cc1ccc2c(c1)O[C@@H](CN(C)C(=O)C1CCCCC1)[C@@H](C)CN([C@@H](C)CO)S2(=O)=O	-16	·
C[C@@H]1CN([C@@H](C)CO)C(=O)c2cc(-c3ccncc3)cnc2O[C@@H]1CN(C)C(=O)c1cccc(F)c1	5	0.5
C[C@H]1CN([C@@H](C)CO)C(=O)Cc2cc(NC(=O)c3ccncc3)ccc2O[C@H]1CN(C)C(=O)Nc1ccc2c(c1)OCO2	·	0.4
COC(=O)C1=COC(O[C@@H]2O[C@H](CO)[C@@H](O)[C@H](O)[C@H]2O)[C@@H]2[C@@](C)(O)[C@@H](OC(=O)/C=C/c3ccc(OC)cc3)C[C@]12O (stereo partly specified)	·	-0.3
CC(C)NC(=O)Nc1ccc2c(c1)C(=O)N([C@@H](C)CO)C[C@@H](C)[C@@H](CN(C)C(=O)Cc1ccccc1)OCCCC[C@@H](C)O2	-30	-0.6
COc1cccc(NC(=O)N[C@H]2CC[C@@H](CC(=O)N3CCN(C)CC3)O[C@H]2CO)c1	7	-0.1
CC(=O)N(C)C[C@@H]1Oc2cc(C#CCN(C)C)ccc2S(=O)(=O)N([C@@H](C)CO)C[C@@H]1C	3	0.4
C[C@H]1CN([C@@H](C)CO)C(=O)c2cc(-c3ccc(F)cc3)cnc2O[C@H]1CN(C)C(=O)C1CCC1	5	-0.7
Cc1noc(C)c1NC(=O)N(C)C[C@@H]1Oc2ccc(NS(=O)(=O)c3ccccc3)cc2CC(=O)N([C@@H](C)CO)C[C@H]1C	·	0.3
COc1ccc(CN(C)C[C@H]2Oc3ccc(NS(=O)(=O)c4ccc(F)cc4)cc3C(=O)N([C@@H](C)CO)C[C@@H]2C)cc1	16	1.8

An excerpt from above in order of molar mass, highest first.
SMILES	PRC2 inh	IDH1 mut inh
C[C@H]1CN([C@@H](C)CO)C(=O)c2cc(NS(=O)(=O)c3ccc(F)cc3)ccc2O[C@@H]1CN(C)C(=O)Nc1ccc(F)cc1	·	3.3
C[C@H]1CN([C@@H](C)CO)C(=O)Cc2cc(NC(=O)c3ccncc3)ccc2O[C@H]1CN(C)C(=O)Nc1ccc2c(c1)OCO2	·	0.4
CC(C)NC(=O)Nc1ccc2c(c1)CC(=O)N([C@H](C)CO)C[C@@H](C)[C@@H](CN(C)C(=O)Nc1ccc(F)cc1)O2	9	1.1
C[C@H](CO)N1C[C@H](C)[C@@H](CN(C)Cc2ccncc2)Oc2cc(C#CCN(C)C)ccc2S1(=O)=O	6	4.7
CO[C@@H]1CN(C)C(=O)c2ccc(NS(=O)(=O)c3ccccc3C)cc2OC[C@H](C)N(C)C[C@H]1C	-2	-0.1
C[C@@H]1CN([C@@H](C)CO)S(=O)(=O)c2ccc(C#CCN(C)C)cc2O[C@@H]1CN(C)S(C)(=O)=O	-1	0.8
C[C@H](CO)N1C[C@H](C)[C@H](CN(C)CC2CC2)Oc2ccc(NC(=O)C3CCCCC3)cc2CC1=O	5	-0.2
C[C@H]1CN([C@@H](C)CO)C(=O)c2cc(-c3ccc(F)cc3)cnc2O[C@H]1CN(C)C(=O)C1CCC1	5	-0.7
CC(=O)N(C)C[C@@H]1Oc2cc(C#CCN(C)C)ccc2S(=O)(=O)N([C@@H](C)CO)C[C@@H]1C	3	0.4
CN(C)C(=O)C[C@@H]1CC[C@@H](NS(=O)(=O)c2ccccc2)[C@H](CO)O1	2	-0.2

The list goes on.
SMILES	PRC2 inh	IDH1 mut inh
Cc1noc(C)c1NC(=O)N(C)C[C@H]1Oc2c(NC(=O)c3ccncc3)cccc2C(=O)N([C@@H](C)CO)C[C@@H]1C	·	1.9
CCN(CC)CCNc1ncnc2sc3c(c12)CC(C)(C)OC3	13	-0.3
CN(C)C(=O)[C@]1(CCS(=O)(=O)c2ccccc2)N=C(c2ccc(OCCCO)cc2)O[C@@H]1c1ccccc1	-1	0.3
Cc1ccc(S(=O)(=O)N(C)C[C@@H]2Oc3ccc(NS(=O)(=O)c4cn(C)cn4)cc3CC(=O)N([C@@H](C)CO)C[C@@H]2C)cc1	·	0.3
O=C(N[C@@H]1CC[C@H](CCn2cc(C3(O)CCCC3)nn2)O[C@H]1CO)C1CCC1	0	0.1
CCCNC(=O)N1C[C@@H](C)[C@H](OC)CN(C)C(=O)c2ccc(NS(=O)(=O)CC(F)(F)F)cc2OC[C@@H]1C	2	0.2
C[C@H](CO)N1C[C@H](C)[C@@H](CN(C)S(C)(=O)=O)Oc2ccc(NS(=O)(=O)c3ccccc3)cc2C1=O	·	-0.2

High-throughput results as filed in PubChem.

These rows are one share of the data; the hit share may differ from the screen's.
